mIAP act – activators of mouse IAP, primary screen, biochemical, luminescence, uHTS. intestinal alkaline phosphatase [Mus musculus]. muIAP, CDP-Star luminescence, 30 min; stronger effect = higher value; 1 = vehicle-only enzyme signal, 0 = enzyme-free wells. activation factor at 10 µM. 330,000 compounds, 0.24% hits. AID 2805, 2010;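 active = activation factor of at least 2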; also: the source names both 10 and 20 µM as test concentration; values of inactives mirror those of a sister screen read the other way
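System: Mouse IAP enzyme | Also added: CDP-Star substrate | Dosing: Compounds dispensed in DMSO | Schedule: 30 min enzyme-substrate-compound incubation at room temperature | Technique: Chemiluminescence readout | Control set: DMSO-only wells and no-enzyme negative control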
PfGluPho inh – PfG6PD enzyme inhibitors, primary screen, biochemical, fluorescence intensity, uHTS; 350,000 compounds, 0.78% hits; inhibition, % at 20 µM; glucose-6-phosphate dehydrogenase-6-phosphogluconolactonase (Plasmodium falciparum 3D7); AID 504690, 2011; PfGluPho enzyme, NADPH resazurin-diaphorase fluorescence;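 active = inhibition reaching at least a set limit at 20 µM in the primary screen, cut at about 59% in these data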;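 also: 0% = DMSO wells with substrate and 100% = DMSO wells lacking glucose-6-phosphate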
mIAP block – inhibitors of mouse IAP, primary screen, biochemical, luminescence, uHTS; intestinal alkaline phosphatase [Mus musculus]; purified mouse IAP, CDP-Star luminescence, 30 min; inhibition, % at 10 µM; 330,000 compounds, 0.2% hits;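 active = inhibition of at least 40% at 10 µM in the primary screen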;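 also: plate controls were DMSO with enzyme for no effect and no enzyme wells for full effect; values of inactives mirror those of a sister screen read the other way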
hIAP activ – human IAP activators, primary screen, biochemical, luminescence, uHTS | Intestinal-type alkaline phosphatase (Homo sapiens), P09923 | purified human IAP, CDP-Star luminescence, 30 min; stronger effect = higher value; 1 = vehicle-only enzyme, 0 = enzyme-free background | activation factor at 10 µM | 330,000 compounds, 0.16% hits | AID 2524, 2010;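 active = activation factor of the enzyme at least 2-fold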; also: the source names both 10 and 20 µM as test concentration; values of inactives mirror those of a sister screen read the other way
ATG4B inhibitor – ATG4B protease inhibitors, primary screen, biochemical, fluorescence, uHTS; Cysteine protease ATG4B (Homo sapiens), Q9Y4P1; ATG4B cleavage of LC3-PLA2, NBD-HPC fluorescence, 1 h; inhibition, % at 8.33 µM; 340,000 compounds, 0.51% hits; AID 504462, 2011; in the data active = inhibition above about 40%
hIAP block – human IAP inhibitors, primary screen, biochemical, luminescence, uHTS | Intestinal-type alkaline phosphatase (Homo sapiens), P09923 | purified IAP, CDP-Star luminescence, 30 min | inhibition, % at 10 µM | 330,000 compounds, 0.12% hits;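 active = inhibition reaching a set limit with compound at 10 µM in the primary screen, cut at about 35% in these data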;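 also: plate controls were DMSO wells with enzyme for no effect and no-enzyme buffer wells for full effect; values of inactives mirror those of a sister screen read the other way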
APOBEC3A inh – APOBEC3A ssDNA deaminase inhibitors, primary screen, selectivity assay for APOBEC3G inhibitor project, biochemical, FAM/TAMRA oligo cleavage fluorescence; DNA dC->dU-editing enzyme APOBEC-3A (Homo sapiens), P31941; recombinant A3A, FAM/TAMRA ssDNA deamination fluorescence; inhibition, % at 20 µM; 330,000 compounds, 0.41% hits;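 active = at least 40% inhibition at 20 µM here, with at most 30% in a related deaminase screen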;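 also: plate controls were A3A with DMSO for no effect and wells lacking A3A enzyme for full effect; some results filed as inactive read as strong as hits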
HKDC1 inh – HKDC1 hexokinase inhibitors, primary screen, biochemical, fluorescence, uHTS; Q2TB90; recombinant HKDC1, G6PDH/diaphorase resazurin coupled fluorescence; inhibition, % at 20 µM; 340,000 compounds, 0.16% hits;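 active = inhibition above about 35% when tested at 20 µM, limit read from the data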;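 also: plate controls were DMSO wells with enzyme for no effect and DMSO wells lacking enzyme for full effect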
Target sequence (Q2TB90 whole entry, looked up): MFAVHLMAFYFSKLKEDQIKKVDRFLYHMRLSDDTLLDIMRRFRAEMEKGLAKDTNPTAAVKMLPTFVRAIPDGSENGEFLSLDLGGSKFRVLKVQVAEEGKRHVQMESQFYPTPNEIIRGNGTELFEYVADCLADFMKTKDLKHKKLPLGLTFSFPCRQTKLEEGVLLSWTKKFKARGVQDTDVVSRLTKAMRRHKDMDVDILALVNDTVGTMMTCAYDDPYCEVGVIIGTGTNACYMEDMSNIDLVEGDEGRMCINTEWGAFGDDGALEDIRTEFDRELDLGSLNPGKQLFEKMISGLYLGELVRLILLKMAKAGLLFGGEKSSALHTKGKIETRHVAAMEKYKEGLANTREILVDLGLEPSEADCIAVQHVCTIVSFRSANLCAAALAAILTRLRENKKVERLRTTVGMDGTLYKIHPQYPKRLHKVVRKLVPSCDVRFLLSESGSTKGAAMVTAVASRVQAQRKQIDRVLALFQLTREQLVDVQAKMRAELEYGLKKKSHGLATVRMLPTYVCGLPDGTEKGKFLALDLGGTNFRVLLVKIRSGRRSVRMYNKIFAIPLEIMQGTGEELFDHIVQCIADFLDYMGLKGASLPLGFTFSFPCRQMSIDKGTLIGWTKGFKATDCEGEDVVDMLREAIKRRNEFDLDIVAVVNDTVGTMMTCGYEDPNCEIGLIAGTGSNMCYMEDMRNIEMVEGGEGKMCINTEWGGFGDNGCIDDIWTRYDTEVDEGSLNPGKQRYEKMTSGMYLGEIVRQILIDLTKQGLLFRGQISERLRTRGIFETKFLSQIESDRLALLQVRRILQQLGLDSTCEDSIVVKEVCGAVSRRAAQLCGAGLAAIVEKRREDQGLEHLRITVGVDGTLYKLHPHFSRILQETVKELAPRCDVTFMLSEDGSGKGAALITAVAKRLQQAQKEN
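Material – in-house recombinant HK5 (HKDC1) enzyme · Quantity – HKDC1 at 5 µg/mL · Buffer or medium – pH 8.0 Tris buffer with 10 mM MgCl2 · Reagent – glucose with 1 mM ATP · Dosing – single 20 µM dose · Times – reaction time 90 min, room temperature, protected from light · Technique – resorufin fluorescence at 613 nm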
An asterisk follows results filed as active.

SMILES | mIAP act | PfGluPho inh | mIAP block | hIAP activ | ATG4B inhibitor | hIAP block | APOBEC3A inh | HKDC1 inh
Cc1nc2cc(NC(=O)Nc3cccc4ccccc34)ccc2n1C | 1.3 | 11 | -25 | 0.96 | -6 | 4 | -2 | 12
CC(=O)c1ccc(OCc2ncc(C(F)(F)F)cc2Cl)cc1 | 0.93 | -9 | 7 | 1.1 | 2 | -14 | 4 | -3
CCc1ccccc1S(=O)(=O)Cc1ccc(C(=O)NCC2CCCO2)o1 (stereo not given) | 0.97 | -21 | 3 | 1.1 | 1 | -6 | -2 | 2
CC(=C/c1ccccc1)/C=N/Nc1nc(N2CCCCC2)nc(N2CCCCC2)n1 | 0.95 | 18 | 5 | 0.84 | -1 | 16 | 0 | -4
CC(=O)c1ccc(N/C=C/C(=O)c2ccc(Br)cc2)cc1 | 1 | 11 | 0 | 0.95 | -4 | 5 | -7 | -5
O=C(O)C(Cc1c[nH]c2ccccc12)NS(=O)(=O)c1cccc(Cl)c1Cl (stereo not given) | 0.99 | -7 | 1 | 1.1 | -3 | -10 | -5 | -5
CCOc1ccc(C2NC(=O)c3ccccc3O2)cc1OCC (stereo not given) | 0.94 | -22 | 6 | 0.93 | -1 | 7 | -7 | -5
O=[N+]([O-])c1ccc(N2CCN(Cc3ccc([N+](=O)[O-])o3)CC2)cc1 | 1 | 8 | -3 | 0.91 | -1 | 10 | 4 | -5
O=S(=O)(NCC(c1ccco1)N1CCc2ccccc2C1)c1ccc(F)cc1 (stereo not given) | 1 | 5 | -1 | 1.1 | -3 | -5 | -1 | 10
CC(C)(C)NC(=O)c1ccc2c(c1)N(CC(=O)N1CCN(c3ccc(F)cc3)CC1)C(=O)C(C)(C)O2 | 1.1 | -16 | -12 | 0.96 | -7 | 4 | 3 | 1
COC(=O)/C(=C\C(=O)c1ccccc1)Nc1cccc(C(F)(F)F)c1 | 0.93 | 18 | 7 | 1 | -3 | -3 | -1 | 5
Cc1ccc(S(=O)(=O)CCC(=O)Nc2nnc(-c3ccccc3S(C)(=O)=O)o2)cc1 | 0.98 | -12 | 2 | 1.2 | -11 | -16 | 14 | 0
C=C(C)C1CC=C(C)/C(=N/NC(=O)c2ccoc2C)C1 (stereo not given) | 1 | -3 | -1 | 0.89 | 6 | 11 | 3 | -3
O=C(CSc1ccccc1)Nc1cccc(S(=O)(=O)N2CCCC2)c1 | 1.1 | 7 | -11 | 0.93 | -3 | 7 | 1 | -8
COc1ccccc1C(=O)NCC(=O)Nc1ccc2c(c1)OCO2 | 1 | -4 | -1 | 1 | 3 | -5 | 11 | 2
Cc1cccc(-n2ncc(C#N)c2N)c1 | 1.1 | -11 | -12 | 1.1 | -4 | -14 | 3 | 1
CC(C)(C)NC(=O)NC(=O)COC(=O)CNC(=O)c1cc(Cl)cc([N+](=O)[O-])c1 | 1 | 3 | -2 | 1.1 | -2 | -13 | 1 | -7
CC1Cc2ccccc2N1C(=O)CN1CCN(Cc2ccccc2)CC1 (stereo not given) | 1 | 4 | -5 | 0.97 | -2 | 3 | -4 | -4
Cc1ccc([N+](=O)[O-])cc1N(CC(=O)Nc1ccc(S(=O)(=O)Nc2cccc(C(F)(F)F)c2)cc1)S(C)(=O)=O | 0.91 | -12 | 9 | 0.97 | 17 | 3 | 1 | -7
COc1ccccc1CNC(=O)CCNS(=O)(=O)c1cccc2nonc12 | 0.99 | -4 | 1 | 0.88 | -1 | 12 | -2 | -4
CCCNC(=O)c1ccc(Cn2c(=S)[nH]c3c([nH]c4ccc(OC)cc43)c2=O)cc1 | 1.1 | 14 | -6 | 0.96 | 7 | 4 | 1 | -3
CCOC(=O)C1(CC2CCCCO2)CCN(C(=O)Nc2ccc(SC)cc2)CC1 (stereo not given) | 1.4 | 2 | -39 | 0.94 | -1 | 6 | -4 | -11
O=C(NNC1=C(C(=O)C(F)(F)F)CCC1)c1ccc(Br)cc1 | 0.92 | 11 | 8 | 1 | 12 | -3 | -9 | 3
O=C(COc1ccccc1CNCc1ccccc1)Nc1ccccc1 | 1.1 | 5 | -6 | 0.85 | -9 | 15 | -3 | -16
O=C(O/N=C\c1ccc(N2CCOCC2)c([N+](=O)[O-])c1)c1ccccc1Cl | 0.89 | 26 | 11 | 0.83 | -4 | 17 | -4 | 6

Additional structures.
SMILES | mIAP act | PfGluPho inh | mIAP block | hIAP activ | ATG4B inhibitor | hIAP block | APOBEC3A inh | HKDC1 inh
CCC(C)Sc1ccc([C@H]2N[C@@](CC(C)C)(C(=O)OC)[C@H]3C(=O)N(CC)C(=O)[C@@H]23)cc1 (stereo not given in full) | 1 | 23 | 0 | 1 | 8 | -4 | 0 | 0
CC12COC3(C(N)=O)CC1CCC32C (stereo not given) | 0.89 | 4 | 11 | 1.2 | -7 | -15 | -2 | 12
Cc1cc(NC(=O)Nc2ccc(Cl)c(Cl)c2)n(-c2ccccc2)n1 | 4.3* | 16 | -327 | 1.5 | 16 | -55 | -2 | -1
Cc1cc(C(=O)O)ccc1-c1ccc(/C=C2\NC(=O)N(Cc3ccc(F)cc3)C2=O)o1 | 0.88 | -2 | 12 | 0.98 | -1 | 2 | 58* | 8
COCCn1c(SCC(=O)NNC(=O)c2cc(Cl)ccc2OC)nnc1-c1ccncc1 | 0.99 | -9 | 1 | 0.88 | -7 | 12 | -3 | -1
Cc1nn(-c2ccccc2)c(=O)c2ccccc12 | 1 | -8 | -4 | 1 | -6 | -4 | -3 | 0
CCNc1nc(NCC)nc(N/N=C/c2ccc(Br)cc2)n1 | 1 | -4 | -1 | 1.1 | -3 | -6 | -8 | -13
CN(CC(=O)NC1CCN(Cc2ccccc2)CC1)S(=O)(=O)c1ccc2c(c1)c(=O)n(C)c(=O)n2C | 0.95 | -14 | 5 | 0.9 | -3 | 10 | 1 | -4
Cc1nn(CCCC(=O)NCc2ccccc2)c(=O)c2nccn12 | 1.1 | 6 | -7 | 1.1 | -2 | -11 | -6 | -4
O=C1CSC(c2ccccc2)N1CC12CC3CC(CC(O)(C3)C1)C2 (stereo not given) | 0.87 | -4 | 13 | 0.97 | -4 | 3 | 2 | -3
Cc1cccc(N2C(=O)C(O)=C(C(=O)c3cccs3)C2c2ccccc2)n1 (stereo not given) | 1 | -27 | -2 | 1 | 7 | -4 | -1 | -5
Cc1ccccc1N1CC(C(=O)Nc2ccc(S(=O)(=O)NCC3CCCO3)cc2)CC1=O (stereo not given) | 0.92 | -3 | 8 | 0.93 | -10 | 7 | 1 | -7
CC(=O)c1cccc(NC(=O)c2c(F)c(F)c(F)c(F)c2F)c1 | 1.2 | 2 | -17 | 0.87 | 2 | 13 | 1 | -6
CNc1nc(Nc2ccc(C)c(Cl)c2)c2cnn(C)c2n1 | 1.5 | 39 | -46 | 1.1 | 1 | -9 | -3 | 4
C=CCN(C(=O)C1CSC2(C)CCC(=O)N12)c1nc(-c2ccccc2)cs1 (stereo not given) | 0.93 | 10 | 7 | 0.94 | -8 | 6 | 1 | -4
CC(=O)N=c1c(C#N)cc2c(=O)n3ccccc3nc2n1CCCOC(C)C | 0.98 | 44 | 2 | 0.94 | 2 | 6 | -6 | 13
COc1ccc(CCNC(=O)CN(CCc2ccccc2)S(C)(=O)=O)cc1OC | 0.94 | -10 | 6 | 0.84 | 0 | 16 | 2 | 1
COCc1c(C(=O)OC)nnn1-c1ccc(C(F)(F)F)cc1[N+](=O)[O-] | 0.97 | -2 | 3 | 1 | -1 | -1 | 2 | -1
CC[C@H](C)[C@@H]1NC(=O)c2cc([N+](=O)[O-])cc(F)c2NCCCC[C@@H](C(N)=O)NC(=O)[C@H](CC(N)=O)NC1=O | 0.97 | 12 | 3 | 0.84 | -2 | 16 | -6 | 0
O=c1c2c(nc3c(-c4ccccc4)c[nH]n13)CCC2 | 0.93 | 9 | 7 | 1.2 | -2 | -18 | -1 | 10
COc1ccc(Cn2c(C)nc([N+](=O)[O-])c2SCC(=O)O)cc1[N+](=O)[O-] | 1 | -25 | -4 | 1.2 | -2 | -16 | -3 | -5
O=C(CSc1nnc(-c2ccc(O)cc2)o1)Nc1ccc2c(c1)OCCO2 | 1.1 | 7 | -6 | 1 | -10 | -5 | 0 | 31
Cc1cc(NC(=O)Cc2cn3ccsc3n2)n(-c2ccccc2)n1 | 0.97 | -6 | 3 | 0.88 | -7 | 12 | 0 | -7
O=C(c1oc(=O)c2ccccc2c1-c1ccccc1)N1CCOCC1 | 0.91 | -6 | 9 | 1.1 | -1 | -15 | 0 | -5
CC(CCc1ccccc1)NCc1ccncc1 (stereo not given) | 1.1 | -22 | -8 | 0.97 | 0 | 3 | 3 | -1

Compound profiles, from the list above. Order of screens: mIAP act	PfGluPho inh	mIAP block	hIAP activ	ATG4B inhibitor	hIAP block	APOBEC3A inh	HKDC1 inh
Cc1nn(CCCC(=O)NCc2ccccc2)c(=O)c2nccn12 reads 1.1	6	-7	1.1	-2	-11	-6	-4
CC(CCc1ccccc1)NCc1ccncc1 (stereo not given) reads 1.1	-22	-8	0.97	0	3	3	-1
CCNc1nc(NCC)nc(N/N=C/c2ccc(Br)cc2)n1 reads 1	-4	-1	1.1	-3	-6	-8	-13
CC(=O)c1cccc(NC(=O)c2c(F)c(F)c(F)c(F)c2F)c1 reads 1.2	2	-17	0.87	2	13	1	-6

Other entries:
SMILES | mIAP act | PfGluPho inh | mIAP block | hIAP activ | ATG4B inhibitor | hIAP block | APOBEC3A inh | HKDC1 inh
COc1ccc(OC)c(NC(=O)COC(=O)CN(C)S(=O)(=O)c2ccc(C)cc2)c1 | 1.2 | -2 | -16 | 1.3 | 8 | -26 | -4 | -4
CC1=C(C(=O)Nc2ccccc2)C(c2ccc(C)o2)n2ncnc2N1 (stereo not given) | 0.9 | -9 | 10 | 1.1 | 7 | -14 | 2 | -7
CCOC(=O)C1CCN(S(=O)(=O)c2cc(Br)cc3c2N(C(C)=O)C(C)C3)CC1 (stereo not given) | 0.94 | 2 | 6 | 0.88 | -19 | 12 | 0 | 0
COc1ccc(CNC(=O)CCS(=O)(=O)c2ccc3c(c2)NC(=O)CS3)cc1 | 0.99 | -7 | 1 | 1.2 | -9 | -22 | -2 | -6
COc1ccc(NC(=O)CN(C)S(=O)(=O)c2ccc3c(c2)CC(C)N3C(C)=O)cc1OC (stereo not given) | 1 | 15 | -2 | 1.1 | -3 | -12 | -2 | -1
CCCCn1c2nc3ccccc3nc2c2c(=O)n(C(C)CC)cnc21 (stereo not given) | 1.1 | -20 | -6 | 0.91 | 1 | 9 | 6 | 6
O=C(CN(Cc1ccc(Cl)cc1)C(=O)CNS(=O)(=O)c1ccccc1)NCC1CCCO1 (stereo not given) | 1.1 | -13 | -5 | 1.2 | 6 | -16 | 2 | 0
